NSD2 inh: blocks human histone methyltransferase NSD2; O96028; NSD2 peptide methylation, AlphaScreen, 120 min; inhibition, % at 12.5 µM; actives 0.54% (n = 310,000); AID 743445; in the data active = inhibition above about 50%
HTR5A ag ctr: HTR5A agonism, opioid heterodimer counter-screen. activation, % at 9.3 µM. HTR5A agonist assay, luminescence, cell-based. P47898. actives 0.61% (n = 340,000). AID 504692; in the data active = activation mostly above about 9.5%, no sharp cut-off; inactive = mostly below about 7.6%;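 also: 0% = cells with vehicle only and 100% = reference agonist; strong numbers were not always called active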
Target sequence (P47898 whole entry, looked up): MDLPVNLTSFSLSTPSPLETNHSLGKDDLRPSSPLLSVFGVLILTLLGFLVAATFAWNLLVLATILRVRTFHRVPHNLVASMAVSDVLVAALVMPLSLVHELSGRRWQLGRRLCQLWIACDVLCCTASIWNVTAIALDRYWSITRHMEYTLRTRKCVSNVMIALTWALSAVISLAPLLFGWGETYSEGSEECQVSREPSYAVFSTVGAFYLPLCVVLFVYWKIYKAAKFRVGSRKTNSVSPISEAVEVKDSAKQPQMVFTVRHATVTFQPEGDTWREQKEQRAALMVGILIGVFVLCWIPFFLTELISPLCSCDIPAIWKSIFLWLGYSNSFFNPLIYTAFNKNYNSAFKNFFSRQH
Wnt bcat act: activators of Wnt/beta-catenin signaling | Wnt/beta-catenin reporter cell assay, activator, plate reader | actives 1.2% (n = 300,000) | AID 743398 | activation, % at 9.35 µM; in the data active = activation above about 30%, passing the limit was not always enough; inconclusive = no clear call, values can overlap the other calls;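 also: 0% = neutral control wells and 100% = positive control wells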
MITF TRPM1 HTS: MITF TRPM1 promoter activation in melanoma cells; SK-MEL-5 TRPM1-promoter luciferase, 24 h; % of positive control, neutral wells = 0; activation, % at 12.5 µM; actives 0.75% (n = 300,000); AID 588334;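 active = mean activation of at least 80% with every replicate also reaching 80%; inconclusive = mean reaches 80% but some replicate falls short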;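 also: 0% = neutral control wells and 100% = parthenolide positive control wells; values of inactives mirror those of a sister screen read the other way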
PvdQ inh: blocks Pseudomonas aeruginosa PvdQ acylase activity. purified PvdQ acylase, fluorescence plate reader. inhibition, % at 10 µM. actives 0.063% (n = 340,000); in the data active = inhibition above about 30%, passing the limit was not always enough; inconclusive = no clear call, values can overlap the other calls;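 also: 0% = vehicle neutral wells and 100% = reference inhibitor wells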
V-ATPase pH: yeast V-ATPase proton transport regulation by pHLuorin | S. cerevisiae, pHLuorin cytosolic pH fluorescence | response, % at 10 µM | actives 0.37% (n = 350,000) | AID 504577; in the data active = response mostly above about 7.3%, no sharp cut-off; inactive = mostly below about 5.4%; also: actives read high; inactives centre near 0; some compounds called inactive have numbers as strong as hits; reference of the scale not given here
dFosB activator: activators of mouse delta FosB homodimer | P13346 | purified delta FosB, TAMRA-CDK5 oligo fluorescence polarization; percent of positive-control signal above neutral wells | activation, % at 25 µM | actives 0.99% (n = 340,000) | AID 493131;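 active = mean activation above about 17%, with every replicate also reaching it, limit read from the data, passing the limit was not always enough; inconclusive = only one of the two conditions met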;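 also: fluorescence polarization rise as delta FosB binds a TAMRA Cdk5 AP-1 oligo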
CDK5 inh: inhibitors of human CDK5/p35 kinase; Q00535+Q15078; Recombinant CDK5/p35, ADP-Glo luminescence, 60 min; inhibition, % at 10 µM; actives 0.01% (n = 330,000);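 active = highest replicate inhibition of at least 50% and at least 75% of replicates reaching 50%; inconclusive = only one of the two criteria met; inactive = both criteria failed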;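 also: plate controls were DMSO neutral control for no effect and GW8510 at 10 µM for full effect; many of its hits are not listed in these tables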
SR-BI DiI inh: inhibitors of mouse SR-BI mediated HDL lipid uptake. ldlA[mSR-BI] CHO cells, DiI-HDL uptake fluorescence, 3 h. inhibition, % at 12.5 µM. actives 0.96% (n = 320,000). AID 488896;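 active = mean replicate inhibition of at least 70% and a set share of replicates each scoring 70 or more; inconclusive = meets just one of the two criteria; inactive = fails both criteria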;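 also: 0% = median of neutral control wells and 100% = median of positive control wells; values of inactives mirror those of a sister screen read the other way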
Target sequence (Q61009 whole entry, looked up): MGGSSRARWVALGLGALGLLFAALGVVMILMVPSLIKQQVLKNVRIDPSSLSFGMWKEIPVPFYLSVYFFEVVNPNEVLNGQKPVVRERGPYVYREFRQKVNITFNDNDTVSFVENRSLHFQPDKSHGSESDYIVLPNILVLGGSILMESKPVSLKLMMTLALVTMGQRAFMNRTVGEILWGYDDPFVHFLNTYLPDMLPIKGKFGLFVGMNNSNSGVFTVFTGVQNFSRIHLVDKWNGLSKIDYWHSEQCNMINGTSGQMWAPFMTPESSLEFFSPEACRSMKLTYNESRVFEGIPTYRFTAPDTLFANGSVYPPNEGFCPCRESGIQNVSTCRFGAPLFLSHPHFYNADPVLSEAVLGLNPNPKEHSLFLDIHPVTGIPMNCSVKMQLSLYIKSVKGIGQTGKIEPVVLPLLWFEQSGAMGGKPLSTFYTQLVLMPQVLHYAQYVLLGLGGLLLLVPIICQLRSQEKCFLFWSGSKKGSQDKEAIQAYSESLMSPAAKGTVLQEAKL
HTR5A inv ctr: inverse agonist of human HTR5A in OPRM1-OPRD1 counter-screen; HTR5A cell line, luminescence, inverse agonism; AID 504634; actives 0.083% (n = 340,000); inhibition, % at 9.3 µM; P47898; in the data active = inhibition mostly above about 23%, no sharp cut-off; inactive = mostly below about 18%;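 also: 0% = cells with DMSO and 100% = no-cell wells with DMSO; some compounds called inactive have numbers as strong as hits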
* = called active by the depositor; ? = inconclusive; · = not tested or not shown; & = joins results of further samples.

SMILES	NSD2 inh	HTR5A ag ctr	Wnt bcat act	MITF TRPM1 HTS	PvdQ inh	V-ATPase pH	dFosB activator	CDK5 inh	SR-BI DiI inh	HTR5A inv ctr
CCc1ccc(OCC(=O)N/N=C(\C)c2ccc(OC(F)F)cc2)cc1	1	5	5	-1	2	4	1	-1.2	13	-38
Cn1c(=O)n(CC(=O)O)c(=O)c2c1nc1n2CCS1	-2	-3&-3	-4&1	-12&-1	-12&-5	2&1	6&2	1.1&-0.1	-3&-21	-5&-2
COc1ccc(CC(NC(C)=O)C(=O)N2CCN(C(=O)Nc3cccc(F)c3)CC2)cc1OC (centres undefined)	-5	6	-1	-10	-9	1	2	0.5	6	-7
COc1ccccc1Nc1cc(C(=O)NCCCN2CCOCC2)c2ccccc2n1	·	10	-4	-16	-11	0	-6	1.4	32	-27
CSCCC(C(=O)N1C[C@]2(C)C[C@H]1CC(C)(C)C2)N1C(=O)c2ccccc2C1=O (some centres undefined)	2	4	4	-11	6	1	0	0.2	-26	-18
O=S1(=O)CCOC[C@H](Cc2ccccc2)N1Cc1ccc(Cl)cc1	·	2	-7	6	8	5	-11	0.5	-4	-4
CC(=O)c1cccc(NC(=O)CN2C(=O)NC(C)(c3ccc4c(c3)OCCCO4)C2=O)c1 (centres undefined)	1	-7	3	1	4	2	1	-0.9	4	17
CN(/N=C/c1cc([N+](=O)[O-])ccc1O)c1ccccc1	-1	-3	6	29	-2	-2	2	-3.7	0	21
CC(=O)c1ccc(N2CCN(c3ncc(C(F)(F)F)cc3Cl)CC2)cc1	-2	0	-1	12	-10	-2	-2	0.0	38	0
CCCCn1c(-c2ccc([N+](=O)[O-])cc2)n[nH]c1=S	-5	-5	·	-3	5	3	2	1.6	6	3
CCC(C)c1ccc(OCc2ccc(C(=O)O)o2)cc1 (centres undefined)	-2	1	?	-6	-12	1	0	0.5	-7	-2
O=C1CNC(=S)N1CCc1ccc(Cl)cc1	-1	1	-2	·	3	0	-4	0.2	-21	-5
CN(C(=O)c1cccc(NC(=O)Cc2ccc(NC(=O)C3CCN(C(=O)C4CCC4)CC3)cc2)c1)C1CCC1	·	-3	-1	-2	-17	-1	-10	-0.9	14	11
O=C(CSc1nnc(CNc2ccc(F)cc2)n1CC1CCCO1)Nc1ccccc1 (centres undefined)	1	6	-4	-11	-12	1	-2	1.9	2	-16
COCCNC(=O)C(c1ccc(F)cc1)N(CCOC)C(=O)CCC(=O)Nc1ccccn1 (centres undefined)	15	3	4	5	-14	-1	-6	1.4	-13	-24
Cc1cc2occ(CC(=O)O)c2cc1C	5	7	·	-6	-19	7	-7	0.6	-24	4
Cc1ccccc1NC(=O)NCC1CCN(Cc2cccc(Cl)c2)CC1	0	0	5	12	-14	1	1	-0.4	7	0
O=C(Nc1cc(Cl)ccc1N1CCOCC1)C1=COCCO1	0	7	-2	-6	-5	2	4	0.5	63	-19
Cc1cc(C)c(NC(=O)CSc2nc3ccc(NC(=O)CSc4nnnn4-c4ccccc4)cc3s2)c(C)c1	-6	4	-10	-14	-11	1	-7	0.5	77*	-10
O=C1CC/C=C\C[C@@H](CC(=O)N(CCO)Cc2ccccc2)C(=O)NC[C@@H](c2ccccc2)O1	·	0	-1	3	3	1	1	-1.8	-5	-15
CC(=O)Nc1c(S(=O)(=O)c2ccccc2)c2nc3ccccc3nc2n1Cc1ccccc1	-2	6	·	-16	-16	-1	-3	0.8	-10	-16
CC(=O)c1ccc(OCCCC(=O)NNC(=O)c2ccccn2)cc1	0	0	-6	-4	-8	5	-3	-1.3	-16	-8
O=C(O)/C=C/c1cn(Cc2ccccc2)nc1-c1cccnc1	-5	2	2	-4	-7	2	0	-0.2	-23	-6
Cc1c(CCO)c(=O)oc2n[nH]c(-c3ccccc3)c12	0	1	-2	-4	-8	1	4	1.5	-1	-4
CCOC(=O)NCC(C#CCN(CC)CC)N(CC)CC (centres undefined)	5	10	-4	8	-3	4	5	1.6	-17	-21
CCOC(=O)c1nn(-c2ccc(C)cc2)c(=O)cc1OCC(=O)N1CCN(c2ccccc2)CC1	1	4	2	-3	3	-3	-11	0.8	15	-35
CCOC(=O)c1c(C)oc2c1cc(NS(=O)(=O)c1ccc(C(=O)O)cc1)c1ccccc12	50	1	1	-31	-14	-1	-16	0.4	-4	2
COc1cc(CN2CCN(C(=O)CC(C)C)CC2)cc(OC)c1O	·	7	3	2	-12	-4	-3	-3.7	-13	5
COc1ccc(NC(=O)N2CCN(c3cccc(C(F)(F)F)c3)CC2)cc1OC	-1	-1	·	13	-11	4	-12	-2.8	18	-17
O=C(NCCCN1CCCC1=O)c1cccc(S(=O)(=O)N2CCCCC2)c1	-1	3	3	-3	-21	1	-4	-0.7	-12	-7
C=CCN(c1ccc(Cl)cc1)S(=O)(=O)c1cccc(C(=O)OCC(=O)N(C)C)c1	-3	1	-2	-5	-14	1	-13	-2.1	4	-34
C[C@H]1CN=C(Nc2ccccc2)N1CCCC1CCCCC1	·	-2	-7	8	-16	-1	-4	-1.3	-2	9
Cc1cc2nc(-c3ccccc3)cc(=O)n2[nH]1	-2	-7	1	·	-12	0	-4	-6.2	9	0
O=c1c2ccccc2nc2n1CC/C2=C/N1CCN(c2cccc(C(F)(F)F)c2)CC1	·	8	·	1	4	-4	-5	4.7	-6	-18
COc1ccc(Cl)cc1Nc1nc(C)nc2c1nnn2Cc1ccccc1	·	-4	-1	4	-14	1	-1	0.8	4	-24
c1ccc(CCN(Cc2ccccc2)C2CCN(C3CCCC3)CC2)cc1	0	-1	-1	20	-15	2	-5	2.6	-23	1
COc1ccc(S(=O)(=O)Nc2ccc(S(=O)(=O)NCC3CCCO3)cc2)cc1 (centres undefined)	2	4	6	3	-18	-3	-10	-1.8	·	-11
Cc1cnc(C(=O)OCC(=O)c2ccc(C)s2)cn1	-1	-1	0	-5	-10	1	-2	-5.1	-4	2
O=C1Cc2ccccc2Sc2ccc(Cl)cc21	-2	-2	·	4	-3	-2	-11	0.4	-301	5
COc1ccc(NS(=O)(=O)c2cccc(C(=O)NC3CCC(O)CC3)c2)cc1 (centres undefined)	5	2	0	-11	-17	-2	0	0.7	5	4
Cc1nc2ccccc2c(=O)n1NC(=O)c1c(O)c2c(n(CC(C)C)c1=O)CCCC2	2	0	-2	4	-14	-1	-10	-1.7	5	-1
O=C(Nc1nc2ccccc2s1)c1cc(-c2ccccc2)nn1-c1ccccc1	-2	-2	-1	12	-6	0	4	0.4	66	16
CC1C/C(=C/c2ccccn2)C(=O)/C(=C/c2ccccn2)C1 (centres undefined)	·	0	·	-100	-12	0	-8	-0.9	1	23
COc1ccc(-c2nc(C(=O)NCC3CCCO3)cc3c2[nH]c2ccccc23)cc1 (centres undefined)	·	3	-2	·	-2	1	3	-0.1	44	-13
CC(C)Cn1c2ccccc2c2cc(C(=O)O)ccc21	3	0	·	-14	-14	-1	0	-1.5	-1	-7
CCC/C(=N/NC(=O)c1cccc(Cl)c1)c1ccccc1	5	8	·	10	-13	-3	4	-1.1	-59	-14
COc1ccc(NC(=O)CNC(=O)c2cccs2)cc1Cl	-4	1	4	11	1	1	0	0.3	10	-3
CCN(c1ccccc1)S(=O)(=O)c1cc(C(=O)NCc2ccccn2)ccc1C	-4	-10	2	-10	11	0	-8	-2.9	2	25
CCOc1ccc(NC(=O)CN(C)C(=O)c2cc(C)oc2C)cc1OCC	2	-3	4	3	-14	1	-3	2.1	10	-8
COc1ccc(CC(NC(C)=O)C(=O)NC2CCN(S(=O)(=O)c3ccccc3)CC2)c(OC)c1 (centres undefined)	1	-2	-5	-8	-15	0	-2	1.6	-4	26
CCOc1ccc(NC(=O)CN(C)C(=O)c2ccc(C)o2)cc1OCC	1	2	0	-1	-16	2	0	0.3	-2	-9
CC(C)CN(C(=O)c1cccc(S(=O)(=O)N2CCN(C)CC2)c1)C1CCS(=O)(=O)C1 (centres undefined)	-2	2	·	-6	2	6	9	-1.5	-32	-4
CCN(CC)C(=O)c1[nH]cnc1C(=O)Nc1ccc(Cl)cc1	·	2	-2	5	-11	3	4	0.5	20	-10
CCCS(=O)(=O)N1CCN(CCCc2ccccc2)CC1	0	4	-3	1	-9	4	-1	-1.0	-12	-6
COc1cccc(C(C)=C2SC(=S)NC2=O)c1	5	-1	-6	2	-9	0	-6	2.6	11	3
O=C(Nc1cc2cccc([N+](=O)[O-])c2oc1=O)c1cccs1	-5	6	5	4	-11	5	2	1.3	-6	-14
COc1ccc(NC(=O)/C(=C\c2ccncc2)NC(=O)c2ccccc2)cc1	-1	3	0	13	-4	0	-2	-0.6	2	-4
CC(OC(=O)c1cc(S(=O)(=O)Nc2ccc(F)cc2)ccc1Cl)C(=O)Nc1ccc2c(c1)OCCO2 (centres undefined)	-3	-1	-3	9	17	3	4	1.4	7	-15
COc1cccc(Cn2nnc3c(=O)[nH]c(C4CCCN(C(=O)c5ccccc5Cl)C4)nc32)c1 (centres undefined)	0	0	-2	2	-6	-4	1	-0.5	-3	0
COc1ccccc1NC(=O)CN1CCC(n2c(C)nc3cc(F)ccc32)CC1	-6	1	·	-8	1	-2	2	-0.5	46	12
Going on with the list:
SMILES	NSD2 inh	HTR5A ag ctr	Wnt bcat act	MITF TRPM1 HTS	PvdQ inh	V-ATPase pH	dFosB activator	CDK5 inh	SR-BI DiI inh	HTR5A inv ctr
CCCCn1c(N)c(N(CCOC)C(=O)c2cccc(S(=O)(=O)N(C)c3ccc(C)cc3)c2)c(=O)[nH]c1=O	0	1	-1	-1	-19	4	-7	0.7	-24	-2
CC1=C(C(=O)OC(C)C)C(c2cccs2)C(C(=O)OC(C)C)=C(C)N1	15	-1	-7	4	-6	3	-8	1.3	-23	20
O=C(Oc1ccc(/C=N/O)cc1)c1ccccc1	-1	-6	·	·	-10	-2	2	1.9	-20	-18
Cc1ccnc(NS(=O)(=O)c2ccc(NC(=O)C3CC3)cc2)n1	-1	3	-2	-11	-6	3	1	-0.7	-8	-7
CSCCC(NC(=O)COc1ccccc1)C(=O)NCc1cccs1 (centres undefined)	-2	0	2	-2	-1	-2	0	-0.5	-9	-12
CCC(C)NC(=O)Cn1c(COc2ccc(Cl)cc2Cl)nc2ccccc21 (centres undefined)	0	·	·	64	-6	3	-7	-6.0	12	·
CCc1ccc(C(=O)NNC(=O)c2ccc(=O)n(C)n2)cc1	0	1	6	5	-2	4	-2	0.3	2	-1
COc1ccc(C(O)c2ncc(C(F)(F)F)cc2Cl)cc1 (centres undefined)	-3	2	4	1	-6	0	0	-1.0	-10	-8

Three of the compounds above, as comma-separated lines:
SMILES,NSD2 inh,HTR5A ag ctr,Wnt bcat act,MITF TRPM1 HTS,PvdQ inh,V-ATPase pH,dFosB activator,CDK5 inh,SR-BI DiI inh,HTR5A inv ctr
CCC(C)NC(=O)Cn1c(COc2ccc(Cl)cc2Cl)nc2ccccc21 (centres undefined),0,·,·,64,-6,3,-7,-6.0,12,·
CCc1ccc(C(=O)NNC(=O)c2ccc(=O)n(C)n2)cc1,0,1,6,5,-2,4,-2,0.3,2,-1
COc1ccc(C(O)c2ncc(C(F)(F)F)cc2Cl)cc1 (centres undefined),-3,2,4,1,-6,0,0,-1.0,-10,-8

Screens from PubChem BioAssay.
